IMPase Li inh = qHTS Assay for Identifying the Cell-Membrane Permeable IMPase Inhibitors: Potentiation with Lithium. CHO-M1 cells, IP1 TR-FRET (IP-One), carbachol + lithium. Potency, µM (titrated, usually from 59.4 µM), for the others: top-dose activity, negative = IMPase inhibition, usual class: inhibitors. hit rate 0.35% among 210,000. AID 1457, 2008;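 note: IP1 builds up when IMPase is blocked and the TR-FRET signal falls; potency is the fitted concentration of half-maximal effect; plate controls were basal vehicle for no effect and high inhibitor control for full effect; nearly all actives have a fitted effect of over 50% in size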
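CHO-M1, 2000 cells/well, 16–30 h culture; cpd + low Li+, 30 min 37C; lysis with d2-IP1/Eu-anti-IP1 Ab, 10 min RT; TR-FRET 665/620 ratio and 620 channel; AC50 via Hill.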
aGal spleen mod = qHTS Assay for Inhibitors and Activators of Human alpha-Galactosidase From Spleen Homogenate; Potency, µM (top dose mostly 80 µM), for the others: at the highest dose activity change, negative = inhibition, most hits filed as inhibitors; Alpha-galactosidase A (Homo sapiens), P06280; human spleen homogenate, 4MU-alpha-Gal fluorescence, 40 min; AID 2107, 2009; hit rate 0.008% among 240,000;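 note: potency is the fitted concentration of half-maximal effect; 0% = enzyme with vehicle and -100% = no enzyme basal signal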
Target sequence (P06280 32-429 limits assumed): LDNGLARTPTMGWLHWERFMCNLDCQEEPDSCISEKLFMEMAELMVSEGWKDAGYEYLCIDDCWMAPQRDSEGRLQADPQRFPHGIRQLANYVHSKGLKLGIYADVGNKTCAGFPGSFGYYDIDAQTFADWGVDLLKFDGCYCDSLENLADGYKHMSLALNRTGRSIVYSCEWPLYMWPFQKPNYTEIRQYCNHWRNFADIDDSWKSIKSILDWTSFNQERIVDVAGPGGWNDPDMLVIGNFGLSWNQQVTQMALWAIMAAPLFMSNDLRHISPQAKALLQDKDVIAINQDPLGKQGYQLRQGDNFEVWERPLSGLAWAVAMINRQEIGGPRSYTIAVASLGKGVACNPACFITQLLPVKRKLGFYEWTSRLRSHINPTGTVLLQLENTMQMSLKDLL
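Inhibition or activation of alpha-galactosidase in human spleen homogenate is scored by 4-MU fluorescence after 40 min at 37C, pH 5.0, with 1 mM substrate. AC50s come from concentration-response fitted to the Hill equation.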
Lamin A splicing = qHTS Assay for Modulators of Lamin A Splicing. HeLa LMNA splicing GFP/RFP minigene ratio, 48 h. hit rate 0.01% among 200,000. Potency, µM (titrated, usually from 46.1 µM), for the others: at the top dose ratio change, negative = inhibition, hits mostly inhibitors; active = well fitted inhibition curve with a large enough effect in the signal ratio, with a control signal flat, not every such curve was filed as active; inconclusive = small, poorly fitted or top-dose-only effect, or effect the other way, or a change in a side signal; the % refers to the signal ratio; note: potency is the fitted concentration of half-maximal effect; % is set by controls: 0 for no effect and ±100 for the full control effect
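S3 HeLa stable clones carrying a lamin A-EGFP splicing minigene plus DsRed2 were seeded at 600 cells/well in Opti-MEM with 2% FBS, pin-dosed and incubated 48 h at 37°C. Acumen cytometry (488 nm) gave the GFP/RFP total-intensity ratio.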
Epigenetic derep = Quantitative High-Throughput Screen for Regulators of Epigenetic Control; murine LDR cells, GFP reporter derepression, 30 h; Potency, µM (highest dose often 53.9 µM), inactives show top-dose GFP activation, actives largely listed as activators; hit rate 0.2% among 280,000; note: potency is the fitted concentration of half-maximal effect; % of control where 0% means no effect; nearly all actives have a fitted effect of over 60% in size
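Murine LDR cells bearing a silenced CMV-driven GFP reporter were exposed to compound for 30 h at 37 C. After PBS washes, GFP-positive cells (20-120 um objects) counted by laser-scanning microplate cytometry.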
KinaseGlo FLuc = Counterscreen for Luciferase (Kinase-Glo TM) Inhibition | Kinase-Glo luciferase, ATP luminescence, 8 min | Potency, µM (highest dose often 38.3 µM), for inactives: top-dose activity change, negative = inhibition, hits mostly inhibitors | hit rate 0.28% among 200,000 | AID 1379, 2008; note: potency is the fitted concentration of half-maximal effect; % is set by controls: 0 for no effect and ±100 for the full control effect; nearly all actives have a fitted effect of over 60% in size
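Inhibition of Kinase-Glo luciferase light generation was assessed at 10 uM ATP in pH 7.2 imidazole buffer, with luminescence measured after eight minutes at ambient temperature.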
NPSR antagonist = qHTS Assay for Antagonists of the Neuropeptide S Receptor: cAMP Signal Transduction | Q6W5P4 | CHO-NPSR cells, cAMP TR-FRET, antagonist mode | Potency, µM (doses to about 38.3 µM), for the others: at the highest dose activity change, negative = inhibition, usual class: inhibitors | hit rate 1% among 220,000 | AID 1461, 2008; note: potency is the fitted concentration of half-maximal effect; % is set by controls: 0 for no effect and ±100 for the full control effect; nearly all actives have a fitted effect of over 50% in size; many of its hits are not listed in these tables
CBFb-RUNX1 inh = qHTS Assay for Compounds Blocking the Interaction Between CBF-beta and RUNX1 for the Treatment of Acute Myeloid Leukemia; AlphaScreen CBFb-His/RUNX1-biotin binding, biochemical; 230,000 tested, under 10 active; AID 1477, 2009; Runt-related transcription factor 1 (Homo sapiens) + Core-binding factor subunit beta …; Potency, µM (top dose mostly 59.8 µM), inactives show at the top dose activity, negative = inhibition, actives largely listed as inhibitors; note: % of control where 0% means no effect
Target sequence (Q01196 whole entry, looked up): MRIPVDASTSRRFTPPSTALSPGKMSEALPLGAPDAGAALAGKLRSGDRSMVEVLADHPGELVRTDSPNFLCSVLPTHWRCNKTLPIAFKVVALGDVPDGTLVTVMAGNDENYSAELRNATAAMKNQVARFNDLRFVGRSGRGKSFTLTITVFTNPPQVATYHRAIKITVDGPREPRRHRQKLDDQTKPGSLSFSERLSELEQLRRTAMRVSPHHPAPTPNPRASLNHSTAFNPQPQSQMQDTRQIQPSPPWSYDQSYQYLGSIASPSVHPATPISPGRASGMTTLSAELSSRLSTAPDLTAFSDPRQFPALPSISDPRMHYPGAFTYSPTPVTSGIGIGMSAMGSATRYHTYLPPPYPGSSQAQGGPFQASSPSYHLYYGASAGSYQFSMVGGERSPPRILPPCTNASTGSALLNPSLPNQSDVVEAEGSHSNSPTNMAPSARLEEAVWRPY
Target sequence (Q13951 whole entry, looked up): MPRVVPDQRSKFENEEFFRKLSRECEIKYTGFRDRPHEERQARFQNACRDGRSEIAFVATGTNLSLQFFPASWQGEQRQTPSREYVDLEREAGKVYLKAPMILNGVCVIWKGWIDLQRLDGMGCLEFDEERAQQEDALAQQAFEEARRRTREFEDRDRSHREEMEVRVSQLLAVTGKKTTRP
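Inhibition was taken as any reduction in AlphaScreen signal from the CBF-beta–RUNX1 pair (His and biotin tags, 30 nM each), measured after compound (15 min) and bead (90 min) incubations at room temperature.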
* = called active by the depositor; ? = inconclusive; . = not tested or not shown; & = joins results of further samples; [ ] = remark or other dose. Unless noted, calls come from the whole dose curve; as a rule, active = well fitted curve in the direction sought with a large enough effect; inconclusive = small, poorly fitted or top-dose-only effect, or another doubt; inactive = no such curve, though single readings can be large; an effect the other way counts as inactive or inconclusive.

SMILES	IMPase Li inh	aGal spleen mod	Lamin A splicing	Epigenetic derep	KinaseGlo FLuc	NPSR antagonist	CBFb-RUNX1 inh
CC12CCC(=O)N1C(C(=O)OCC(=O)Nc1cccc(Br)c1)CS2 (configuration not stated)	3%	0%	?	1.5%	0%	-2%	0%
COc1cc(SC)ccc1C(=O)Nc1c(Cl)cncc1Cl	4%	-8%	.	-2.7%	-4%	-21%	2%
COCCNc1nc(-c2ccccc2)nc2c1oc1ccccc12	.	-16%	.	-2.6%	.	-8%	15%
Cc1ccc(C(=O)N/N=C2\SCC(=O)N2c2cc(C)ccc2C)cc1	-3%	1%	-14%	12%	0%	-21%[46.1 µM]	9%
Cc1occc1C(=O)Nc1ccc2ccccc2c1	16%[38.3 µM]	0%	?	0.2%	-28%	-2%[46.1 µM]	1%
O=S(=O)(CCSc1ccc(C(F)(F)F)cn1)c1ccccc1	.	-5%	-15%[46 µM]	1.0%	.	26%	?
Cc1ccc(-n2ccnc2SCC(=O)O)c(C)c1	26%[38.3 µM]	3%	-5%	-7.5%	1%	4%[46.1 µM]	5%
CCn1cc(C(=O)O)c(=O)c2cc(F)c(N3CCN(C(=S)NC(=O)c4ccccc4C)CC3)cc21	.	0%	.	-0.4%	.	-3%	1%
Cc1ccc(CN2CCN(Cc3cccc4c3OCO4)CC2CCO)cc1 (configuration not stated)	4%	1%	.	3.5%	6%	-14%	12%
CCCCSc1cc(=O)[nH]c(N)n1	.	7%	15%[46 µM]	1.1%	.	-17%	1%
COC(=O)c1cc2sccc2n1Cc1nc(-c2ccc(OC)cc2)oc1C	33%[activator][38.3 µM]	8%	?	-1.5%	-1%	-18%[46.1 µM]	1%
Cc1ccc2cc(CCNC(=O)c3cccc([N+](=O)[O-])c3)c(=O)[nH]c2c1C	5%	5%	0%	0.0%	-3%	10%	9%
Cc1ccc(S(=O)(=O)Cc2ccc(C(=O)N3CCN(c4cc(C)ccc4C)CC3)o2)cc1	10%[38.3 µM]	-5%	?	-0.2%	-3%	?	-3%
CC(C)Nc1nc(Cl)nc(NNC(=O)C(C)Oc2ccccc2)n1 (configuration not stated)	2%[38.3 µM]	4%	13%	-0.1%	1%	1%[46.1 µM]	3%
O=c1cc(-c2ccccc2)[nH]c2ccc(F)cc12	26%&-5%	-12%[181 µM]	?	-0.9%[96.6 µM]	1%[39.9 µM]	30%	-4%[136 µM]
CCc1nnc(NC(=O)CSc2nnc(C)n2Cc2ccccc2)s1	5%	9%	13%	-1.0%	2%	4%	2%
Cn1c(=O)c2ncn(CC(=O)NCCOc3ccc(C(C)(C)C)cc3)c2n(C)c1=O	4%	-1%	-6%	0.0%	1%	23%[46.1 µM]	8%
CC1Sc2ccccc2N(CC(=O)N(C(C)C)C(C)C)C1=O (configuration not stated)	21%[38.3 µM]	9%	-11%	2.1%	-1%	-2%[46.1 µM]	1%
O=C(Nc1cnn(Cc2ccc(Cl)cc2)c1)c1cccs1	.	6%	.	1.1%	.	2%	18%
O=C(COC(=O)C1CCCN1C(=O)c1cccs1)c1ccccc1 (configuration not stated)	9%[38.3 µM]	3%	3%	-5.5%	13%	?	4%

Record cards, from the list above. Order of values: IMPase Li inh, aGal spleen mod, Lamin A splicing, Epigenetic derep, KinaseGlo FLuc, NPSR antagonist, CBFb-RUNX1 inh
Results for CC(C)Nc1nc(Cl)nc(NNC(=O)C(C)Oc2ccccc2)n1 (configuration not stated) → 2%[38.3 µM], 4%, 13%, -0.1%, 1%, 1%[46.1 µM], 3%
Results for Cc1ccc(C(=O)N/N=C2\SCC(=O)N2c2cc(C)ccc2C)cc1 → -3%, 1%, -14%, 12%, 0%, -21%[46.1 µM], 9%
Results for O=c1cc(-c2ccccc2)[nH]c2ccc(F)cc12 → 26%&-5%, -12%[181 µM], ?, -0.9%[96.6 µM], 1%[39.9 µM], 30%, -4%[136 µM]
Results for CCCCSc1cc(=O)[nH]c(N)n1 → ., 7%, 15%[46 µM], 1.1%, ., -17%, 1%

Following part.
SMILES	IMPase Li inh	aGal spleen mod	Lamin A splicing	Epigenetic derep	KinaseGlo FLuc	NPSR antagonist	CBFb-RUNX1 inh
COc1ccc(F)cc1C(=O)C1CCCN(Cc2ccc3c(c2)OCCO3)C1 (configuration not stated)	3%	3%	.	-1.2%	.	20%	-8%
CSc1nc2ccc(NC(=O)C3=NN(c4ccccc4)C(=O)CC3)cc2s1	32%[activator]	4%	-27%[46 µM]	4.3%	0%	-22%	-5%
Cc1cccc(C)c1NC(=O)/C(C#N)=C/c1cccs1	-8%[38.3 µM]	-2%	12%[0.0737 µM]	-0.9%	-1%	-12%[46.1 µM]	1%
CCN(CCCn1c(SCC#N)nc2ccccc2c1=O)c1ccccc1	10%[38.3 µM]	5%	?	-1.0%	3%	?	-9%
O=C(Cn1c(=O)n(CCCCC(=O)NC2CCCC2)c(=O)c2ccccc21)NCCC1=CCCCC1	2%[38.3 µM]	8%	7%	-2.2%	3%	8%[46.1 µM]	-1%
Cc1cccc(C2=NN(c3ccc(Br)cc3)[C@@H](C(=O)N3CCOC3=O)[C@@H]2C)c1	3%	25%	.	0.1%	3%[39.9 µM]	.	?
O=C(Nc1nnc(SCC(=O)N2CCCc3ccccc32)s1)c1cccc2ccccc12	-11%	2%	-8%	0.0%	-1%	-35%	?
Nc1ncnc2nc(Cl)[nH]c12	5%	5%	-7%	-2.5%	-3%	.	.
CCn1c(O)c(/C=C2\C=Nc3ccccc32)sc1=O	-4%	-11%	5%[46 µM]	-3.0%	2%	-22%	-2%
CCN(CC)CCNC(=O)c1ccc2c(=O)n(C3CCCC3)c(=S)[nH]c2c1	-3%[38.3 µM]	3%	6%	3.5%	0%	-9%[46.1 µM]	3%
O=C(Cn1c(COc2ccc(Cl)cc2)nc2ccccc21)NCC(F)(F)F	7%	3%	-8%	0.0%	-1%	15%	5%
COc1ccc(C2CC(c3cc(Br)ccc3F)n3nnnc3N2)cc1 (configuration not stated)	22%[38.3 µM]	6%	-15%	1.2%	1%	-21%[46.1 µM]	-5%
COCCNC(=O)Cn1cc2c(n1)CCC(C)C2 (configuration not stated)	-4%[38.3 µM]	5%	3%	-5.6%	-4%	2%[46.1 µM]	1%
COc1ccc(-c2nc(-c3cccc([N+](=O)[O-])c3O)cc(=O)o2)cc1OC	-1%	4%	-5%	0.0%	2%	7%	0%
Cn1nnnc1SCCNCc1ccccc1OCc1ccccc1	15%	-2%	1%	3.9%	0%	11%	0%
CCCOC(=O)CSC1=C(C#N)C(c2ccccc2OCC)C(C#N)C(=O)N1 (configuration not stated)	-3%[38.3 µM]	0%	?	2.0%	2%	0%[46.1 µM]	-6%
COc1cc(NC(=O)c2ccnc(N)c2)cc(C(=O)Nc2cccc(C(F)(F)F)c2)c1	.	-11%	.	1.4%	.	3%	17%
C/C(=N\NC(=O)c1nn(C)c(C)c1Br)c1ccc(NC(=O)c2ccc(C)s2)cc1	-5%	2%	.	1.1%	2%	5%	4%
Cc1ccc(S(=O)(=O)N2CCN(C(=O)CSc3nc(N)cc(=O)[nH]3)CC2)c(C)c1	13%	1%	-14%[46 µM]	-1.2%	0%	8%	?
O=C(c1ccco1)N1CCN(S(=O)(=O)Cc2ccccc2Cl)CC1	0%	4%	.	-1.2%	5%	-3%	9%
Cn1c(C(=O)NCCc2ccsc2)cc2c(=O)n(C)c3ccccc3c21	-15%[38.3 µM]	-5%	-11%	6.6%	1%	?	-1%
O=C(O)c1cc(-c2cccs2)nc2cc3c(cc12)OCCO3	-29%	?	-16%	-1.0%	1%	-28%	11%
Cc1ccc(C(=O)NNC(=O)c2ccc(C)cc2)cc1	3%	4%	4%[46 µM]	2.5%	-3%	8%	3%
COc1cccc2[nH]c3c(=O)n(CCCN4CCOCC4)cnc3c12	.	9%	.	-1.2%	.	9%	11%
CCNc1ncc2nc(C)c(=O)n(C3CC3)c2n1	-15%	22%	0%	.	.	.	.
O=C(NCCN1C(=O)S/C(=C\c2ccc(F)cc2)C1=O)C1CCN(S(=O)(=O)c2cccs2)CC1	-6%	3%	13%	-0.9%	-4%	18%	-2%
COc1cccc(OCCCCCCN2CCOCC2)c1	13%[38.3 µM]	-17%	4%	-2.1%	7%	-8%[46.1 µM]	1%
CC(=O)Nc1ccc(S(=O)(=O)N(C)CC(=O)OCC(=O)NC(C)C23CC4CC(CC(C4)C2)C3)cc1 (configuration not stated)	8%	-13%	-9%	1.0%	0%	18%	0%
CN(C)C(CNC(=O)Cc1ccc([N+](=O)[O-])cc1)c1ccccc1 (configuration not stated)	13%	-8%	11%[46 µM]	-0.1%	3%	-2%	-9%
Cc1ccccc1OCc1nnc(SCC(=O)O)n1Cc1ccccc1	6%	11%	20%[46 µM]	1.4%	4%	19%	4%
CCn1c(SCc2ccccc2)nnc1-c1cccnc1	17%	-2%	?	0.0%	-2%	20%	4%
Cc1ccc(S(=O)(=O)C(C#N)c2nc3ccccc3nc2N2CCC(C)CC2)cc1 (configuration not stated)	13%[38.3 µM]	-14%	8%	-1.1%	-2%	-7%[46.1 µM]	-4%
CN1CCN(C(=S)SCc2nc(N)nc(Nc3ccc(F)cc3)n2)CC1	12%	2%	-1%[46 µM]	0.1%[10.1 µM]	-2%	11%	-7%
O=C(NC(=O)c1ccccc1F)OCc1ccc(Cl)cc1Cl	.	-3%	.	8.5%	.	2%	5%
COc1ccc2cc(C(c3nnnn3CCc3ccccc3)N3CCC(O)CC3)c(=O)[nH]c2c1 (configuration not stated)	-6%[38.3 µM]	3%	11%[0.0737 µM]	0.0%	-1%	-7%[46.1 µM]	-3%
COc1ccc(CNCCC(c2ccccc2)C2CCOC(C)(C)C2)cc1 (configuration not stated)	11%	-3%	-12%[46 µM]	-0.4%	-1%	-17%	10%
Cc1ccc(NC(=O)COC(=O)CNC(=O)c2cccc([N+](=O)[O-])c2)cc1S(=O)(=O)N1CCCCCC1	9%	-1%	8%	-0.8%	4%	-1%	-14%
O=C(O)c1ccc(CSc2nnc(-c3ccco3)n2-c2ccccc2)cc1	-11%	-1%	.	7.5%	1%	-4%	-16%
O=C(OCC(=O)N1CCN(Cc2ccccc2)CC1)c1ccc(Cl)cc1	4%	3%	?	-0.5%	1%	1%	5%
O=C(CSc1nnc(SCc2ccccc2)s1)N/N=C/C=C\c1ccco1	-4%	-3%	-5%	0.0%	-1%	-19%[46.1 µM]	?

Only part of the results is shown; the hit share may differ from the screen's.
